Assay outcomes as filed in PubChem.
WT yeast gro inh: growth inhibition of WT yeast, mitochondrial fusion screen | mitochondrial fusion phenotypic screen, WT strain | inhibition, % at 10 µM | actives 2.1% (n = 190,000) | AID 1362; in the data active means inhibition above about 58%; tested in S. cerevisiae
P. falciparum M17LAP: P. falciparum M17LAP inhibitors, primary screen, biochemical, fluorogenic H-Leu-NHMec substrate, 1536-well (AID 1619). inhibition, % at 30 µM, or IC50 in µM where a hit was titrated. actives 0.38% (n = 220,000). recombinant M17LAP, H-Leu-NHMec fluorogenic kinetic assay; higher % means a stronger effect;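 active means compound inhibiting the enzyme by more than half at any dose during confirmatory dose-response retesting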;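 further: plate controls were full reaction with DMSO carrier for no effect and no enzyme background for full effect; strong numbers were not always called active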
Yfh1-depleted yeast: mitochondrial function rescue without frataxin homolog – Friedreich's ataxia, plus single-dose screen, dose response (AID 1465); fold induction at 50 µM, or EC50 in µM where a hit was titrated; actives 0.074% (n = 220,000); S. cerevisiae Yfh1-off respiration, WST-1 reduction, 72 h; higher fold induction means a stronger effect;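 active means fold induction of absorbance versus untreated yeast above a set limit, then at least 30% activation at any dose in follow-up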;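 further: activators that raise dye reduction in frataxin-depleted yeast; strong numbers were not always called active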
T cell HTS: T cell immune modulation candidate; 2C CD8+ T cell-vesicle binding, flow cytometry; active compounds read low; calls only at 7 µM; actives 0.068% (n = 330,000);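 active means response, share of CD8 T cells binding vesicles, and their 90th percentile fluorescence all below set limits, cut at about 80% in these data, passing the limit was not always enough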
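Assay system: 2C TCR transgenic mouse naive CD8+ T cells, MACS-purified | Read-out: CD8+ gate FL2 mean fluorescence as % of same-row positive control | Signal: High-throughput flow cytometry with anti-B7-1 and anti-CD8 staining | Timing: Binding step 1.5 h, 37 °C, antibody labelling 20 min, ice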
Dynein transport: blocks dynein driven cargo transport along microtubules; 3617.4 mouse cells, GR-EGFP nuclear translocation imaging; test concentration mostly 20 µM; stimulated with dexamethasone, 1 µM; active compounds read low; z-score, hits read low; actives 0.47% (n = 220,000); AID 1381;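 active means plate z-score of nuclear minus cytoplasmic receptor signal below a set negative limit, without overly bright fluorescence or cell loss, cut at about -3.5 in these data, passing the limit was not always enough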;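 further: z-score of nuclear minus cytoplasmic ring GR-EGFP intensity difference per well; some compounds called inactive have numbers as strong as hits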
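Buffer or medium: tetracycline-free induction medium containing charcoal-stripped FBS / Reagent: dexamethasone agonist, 1.0 µM final, for 30 min / Technique: automated 10x imaging of fixed Hoechst-stained cells / Times: induction 48 h, compound 1 h, agonist 30 min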
Autophagy mod: modulators of autophagy | MEF GFP-LC3 puncta imaging; test concentration mostly 10 µM | actives 0.98% (n = 190,000) | calls only at 10 µM (by protocol);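 active means percentage of spot-positive cells more than 3 SD above its plate mean, without a fluorescence outlier flag or 80% toxicity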;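 further: spot-positive cell cutoff set from DMSO-treated cells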
MT stabilize HCS: stabilizes microtubules in HeLa cells; HeLa tubulin immunostaining HCS, 24 h; share of cells brighter than vehicle mean+2SD; % tubulin-high responders, % at 10 µM; actives 0.83% (n = 200,000); AID 2205;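 active means plate Z-score above 3 for both tubulin-high and condensed-nucleus cell shares, with cell loss under 80%, at 10 µM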;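 further: anti alpha tubulin signal scored within the nucleus-defined area of each cell; some results filed as inactive read as strong as hits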
M1AAP inhibition: malaria alanyl aminopeptidase activity blockers – biochemical, fluorogenic H-Leu-NHMec substrate, 1536-well (AID 1445); actives 0.42% (n = 220,000); recombinant M1AAP, H-Leu-NHMec fluorogenic kinetic assay; higher % means a stronger effect; inhibition, % at 30 µM; hits with a dose series show IC50 in µM;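 active means primary inhibition above the hit cutoff, then over 50% inhibition at one or more dose response concentrations, cut at about 23% in these data, passing the limit was not always enough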;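 further: plate controls were DMSO full reaction for no effect and no enzyme background for full effect; strong numbers were not always called active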
b-catenin transl: modulators of beta-catenin nuclear translocation | nuclear translocation activity, % at 5 µM | HeLa beta-catenin nuclear translocation, immunofluorescence imaging | actives 0.3% (n = 190,000);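 active means nuclear translocation activity above 50% at 5 µM, with a well cell count of 50 or more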;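 further: per-cell ratio of nuclear to cytoplasmic median beta-catenin stain intensity; plate controls were DMSO negative control for no effect and GSK-3 inhibitor IX positive control for full effect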
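Test system: human HeLa cell line; Doses: 5 µM primary, 0.02–20 µM confirmation; Incubation: 24 h compound exposure, 37°C; Detection: beta-catenin immunofluorescence imaging with DAPI; Read-out: beta-catenin nuclear/cytoplasmic ratio, % activation.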
WT yeast gro inh mutant strain: further read-out of WT yeast gro inh, marked with its call; inhibition, %; mitochondrial fusion phenotypic screen, mutant strain inhibition
Dynein transport cytoplasmic EGFP: also measured in Dynein transport; calls as there; z-score; measured here: cytoplasmic GR-EGFP intensity; active compounds read high
Dynein transport nuclear GR-EGFP: also measured in Dynein transport; calls as there; z-score; measured here: nuclear GR-EGFP intensity;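 lower value marks the stronger effect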
Dynein transport cell count: further read-out of Dynein transport, marked with its call; z-score; measured here: cell count per field
b-catenin transl cell count 5 µM: also measured in b-catenin transl; calls as there; cell count; measured here: cell count, cytotoxicity flag
T cell HTS vesicle-bound %: also measured in T cell HTS; calls as there; double positive events, %; measured here: CD8+ vesicle-bound cell fraction;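 binding gate set so that unloaded-vesicle control wells show 10% double positive cells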
MT stabilize HCS Hoechst-high %: second read-out of MT stabilize HCS, no call of its own (marks repeat the call); % Hoechst-high responders; measured here: nuclear condensation Hoechst responders;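 share of cells brighter than vehicle mean plus two SD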
MT stabilize HCS cytotoxicity %: second read-out of MT stabilize HCS, no call of its own (marks repeat the call); toxicity, %; measured here: cytotoxicity by cell density;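 0% = mean cell density of plate MIN control wells and 100% = no cells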
Autophagy mod cell loss 18 h: also measured in Autophagy mod; calls as there; toxicity, %; measured here: cell loss, nuclei count;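 cell loss after 18 h compound exposure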
Starred values were filed as active, the others as inactive. No enrichment for hits; about 4.4% have a hit in one of these screens.

Results for COCCNC(=O)Cn1c(=O)n(Cc2ccc(C(=O)NCCc3ccc(OC)c(OC)c3)cc2)c(=O)c2ccccc21 ?
WT yeast gro inh: -13.2; P. falciparum M17LAP: 5.5%; Yfh1-depleted yeast: inactive; T cell HTS: inactive; Dynein transport: 3.71; Autophagy mod: inactive; MT stabilize HCS: 2.1; M1AAP inhibition: -0.6%; b-catenin transl: -1.1; WT yeast gro inh mutant strain: 5.0; Dynein transport cytoplasmic EGFP: -0.332; Dynein transport nuclear GR-EGFP: 1.4; Dynein transport cell count: -2.65; b-catenin transl cell count 5 µM: 1101; T cell HTS vesicle-bound %: 33.5; MT stabilize HCS Hoechst-high %: 2.4; MT stabilize HCS cytotoxicity %: 3.9; Autophagy mod cell loss 18 h: -5.6

Results for Cc1nc(N2CCCCC2C)c2c(C)c(C(=O)Nc3ccccc3C(F)(F)F)sc2n1 (stereo unspecified) ?
WT yeast gro inh: 75.3*; P. falciparum M17LAP: 0.5%; Yfh1-depleted yeast: inactive; T cell HTS: inactive; Dynein transport: -0.235; Autophagy mod: inactive; MT stabilize HCS: 3.4; M1AAP inhibition: 8.9%; b-catenin transl: 0.2; WT yeast gro inh mutant strain: 26.6*; Dynein transport cytoplasmic EGFP: -0.207; Dynein transport nuclear GR-EGFP: 0.143; Dynein transport cell count: 0.796; b-catenin transl cell count 5 µM: 1228; T cell HTS vesicle-bound %: 53.9; MT stabilize HCS Hoechst-high %: 1.7; MT stabilize HCS cytotoxicity %: 8.1; Autophagy mod cell loss 18 h: 7.0

Results for CCCc1cc(=O)[nH]c(SCC(=O)N2CCCc3ccccc32)n1 ?
WT yeast gro inh: -9.2; P. falciparum M17LAP: 27.3%; Yfh1-depleted yeast: inactive; T cell HTS: inactive; Dynein transport: 0.116; Autophagy mod: inactive; MT stabilize HCS: 3.6; M1AAP inhibition: 2.5%; b-catenin transl: 2.0; WT yeast gro inh mutant strain: 2.5; Dynein transport cytoplasmic EGFP: -0.302; Dynein transport nuclear GR-EGFP: 0.301; Dynein transport cell count: 0.313; b-catenin transl cell count 5 µM: 899; T cell HTS vesicle-bound %: 31.4; MT stabilize HCS Hoechst-high %: 2.3; MT stabilize HCS cytotoxicity %: 9.0; Autophagy mod cell loss 18 h: -15.5

How did O=C(Nc1cc(C(=O)N2CCOCC2)cc(C(=O)N2CCOCC2)c1)c1cc(F)c(F)cc1Cl do in these assays?
WT yeast gro inh: 11.4; P. falciparum M17LAP: -15.0%; Yfh1-depleted yeast: inactive; T cell HTS: inactive; Dynein transport: -0.41; Autophagy mod: inactive; MT stabilize HCS: 5.0; M1AAP inhibition: 2.0%; WT yeast gro inh mutant strain: 9.7; Dynein transport cytoplasmic EGFP: -0.251; Dynein transport nuclear GR-EGFP: -0.404; Dynein transport cell count: 0.809; T cell HTS vesicle-bound %: 21.8; MT stabilize HCS Hoechst-high %: 2.2; MT stabilize HCS cytotoxicity %: 3.2; Autophagy mod cell loss 18 h: 3.0

How did Cc1c(N)cccc1-n1cccc1 do in these assays?
WT yeast gro inh: 1.2; P. falciparum M17LAP: -3.0%; Yfh1-depleted yeast: inactive; T cell HTS: inactive; Dynein transport: -0.988; Autophagy mod: inactive; MT stabilize HCS: 2.3; M1AAP inhibition: 11.1%; b-catenin transl: -0.2; WT yeast gro inh mutant strain: 4.3; Dynein transport cytoplasmic EGFP: -0.285; Dynein transport nuclear GR-EGFP: -0.488; Dynein transport cell count: 1.04; b-catenin transl cell count 5 µM: 1143; T cell HTS vesicle-bound %: 34.8; MT stabilize HCS Hoechst-high %: 2.3; MT stabilize HCS cytotoxicity %: 2.6; Autophagy mod cell loss 18 h: 9.8

What do the screens show for `CCc1nnc(NC(=O)c2oc3cc(C)c(C)cc3c2C)s1`?
WT yeast gro inh: -7.4; P. falciparum M17LAP: 5.3%; Yfh1-depleted yeast: inactive; T cell HTS: inactive; Dynein transport: -0.0623; Autophagy mod: inactive; MT stabilize HCS: 1.7; M1AAP inhibition: 1.9%; WT yeast gro inh mutant strain: -21.9; Dynein transport cytoplasmic EGFP: -0.271; Dynein transport nuclear GR-EGFP: -0.412; Dynein transport cell count: 0.735; T cell HTS vesicle-bound %: 21.4; MT stabilize HCS Hoechst-high %: 2.5; MT stabilize HCS cytotoxicity %: 1.1; Autophagy mod cell loss 18 h: -0.8

Results for CCc1cccc(NC2c3ccccc3C(=O)N2c2ccc(C)cn2)c1 (stereo unspecified) ?
WT yeast gro inh: -12.8; P. falciparum M17LAP: -1.1%; Yfh1-depleted yeast: inactive; T cell HTS: inactive; Dynein transport: -0.429; Autophagy mod: inactive; MT stabilize HCS: 3.6; M1AAP inhibition: 4.4%; WT yeast gro inh mutant strain: -3.7; Dynein transport cytoplasmic EGFP: -0.247; Dynein transport nuclear GR-EGFP: -0.203; Dynein transport cell count: 0.61; T cell HTS vesicle-bound %: 27.7; MT stabilize HCS Hoechst-high %: 2.6; MT stabilize HCS cytotoxicity %: 3.7; Autophagy mod cell loss 18 h: 24.0

What do the screens show for `C[C@H](NC(=O)c1ccccc1Cl)C(=O)NCc1cccs1`?
WT yeast gro inh: 4.2; P. falciparum M17LAP: -4.5%; Yfh1-depleted yeast: inactive; T cell HTS: inactive; Dynein transport: -1.21; Autophagy mod: inactive; MT stabilize HCS: 1.6; M1AAP inhibition: 1.0%; b-catenin transl: -0.9; WT yeast gro inh mutant strain: 6.0; Dynein transport cytoplasmic EGFP: 0.0285; Dynein transport nuclear GR-EGFP: -0.813; Dynein transport cell count: 0.407; b-catenin transl cell count 5 µM: 1077; T cell HTS vesicle-bound %: 42.8; MT stabilize HCS Hoechst-high %: 2.8; MT stabilize HCS cytotoxicity %: 6.5; Autophagy mod cell loss 18 h: -6.8

Results for COc1ccc(S(=O)(=O)Cc2ccc(C(=O)N3CCN(c4ccccc4)CC3)o2)cc1 ?
WT yeast gro inh: 20.4; P. falciparum M17LAP: -6.2%; Yfh1-depleted yeast: inactive; T cell HTS: inactive; Dynein transport: -0.429; Autophagy mod: inactive; MT stabilize HCS: 1.6; M1AAP inhibition: -3.1%; b-catenin transl: 2.0; WT yeast gro inh mutant strain: 4.2; Dynein transport cytoplasmic EGFP: -0.183; Dynein transport nuclear GR-EGFP: -0.12; Dynein transport cell count: 0.488; b-catenin transl cell count 5 µM: 995; T cell HTS vesicle-bound %: 48.5; MT stabilize HCS Hoechst-high %: 2.6; MT stabilize HCS cytotoxicity %: 2.0; Autophagy mod cell loss 18 h: 20.7

Results for c1ccc(CNc2ncnc3nc[nH]c23)nc1 ?
WT yeast gro inh: 14.3; P. falciparum M17LAP: 21.4%; Yfh1-depleted yeast: inactive; T cell HTS: inactive; Dynein transport: 0.522; Autophagy mod: inactive; MT stabilize HCS: 2.3; M1AAP inhibition: -0.7%; b-catenin transl: 1.2; WT yeast gro inh mutant strain: 5.9; Dynein transport cytoplasmic EGFP: -0.169; Dynein transport nuclear GR-EGFP: 0.468; Dynein transport cell count: -0.158; b-catenin transl cell count 5 µM: 992; T cell HTS vesicle-bound %: 47.3; MT stabilize HCS Hoechst-high %: 5.1; MT stabilize HCS cytotoxicity %: 7.7; Autophagy mod cell loss 18 h: -12.9

What do the screens show for `CN(C)CCCn1c(SCC(=O)N2CC(=O)Nc3ccccc32)nc2ccccc2c1=O`?
WT yeast gro inh: -7.5; P. falciparum M17LAP: -4.0%; Yfh1-depleted yeast: inactive; T cell HTS: inactive; Dynein transport: 0.149; Autophagy mod: inactive; MT stabilize HCS: 4.2; M1AAP inhibition: -3.8%; b-catenin transl: -1.7; WT yeast gro inh mutant strain: 1.7; Dynein transport cytoplasmic EGFP: -0.259; Dynein transport nuclear GR-EGFP: 0.412; Dynein transport cell count: 0.337; b-catenin transl cell count 5 µM: 1081; T cell HTS vesicle-bound %: 0.6; MT stabilize HCS Hoechst-high %: 3.5; MT stabilize HCS cytotoxicity %: 10.6; Autophagy mod cell loss 18 h: 0.8

How did Cc1cccc(NC(=O)c2nc[nH]c2C(=O)N[C@@H](Cc2ccccc2)C(=O)OC(C)(C)C)c1 do in these assays?
P. falciparum M17LAP: -6.9%; Yfh1-depleted yeast: inactive; T cell HTS: inactive; Dynein transport: -0.762; M1AAP inhibition: -10.2%; b-catenin transl: -1.3; Dynein transport cytoplasmic EGFP: -0.747; Dynein transport nuclear GR-EGFP: -0.581; Dynein transport cell count: 0.541; b-catenin transl cell count 5 µM: 1423; T cell HTS vesicle-bound %: 16.9
